High-throughput results: PubChem, National Center for Advancing Translational Sciences (NCATS)
D1 PAM – Potentiators of Human D1 Dopamine Receptor: qHTS | D(1A) dopamine receptor (Homo sapiens), P21728 | HEK293 TREx D1 cells, calcium flux, dopamine EC20 potentiation | potentiation, % at 10 µM | 360,000 compounds, 0.036% hits | AID 504651, 2011; in the data active means potentiation above about 30%; further: 0% is about no effect
TRHR PAM – qHTS for Small Molecule Agonists and Allosteric Enhancers of Human TRH Receptor: Primary Screen for Enhancers; Thyrotropin-releasing hormone receptor (Homo sapiens), P34981; TRHR cells, fluo-8 calcium fluorescence, EC20 TRH enhancement; enhancement, % at 2 µM; 360,000 compounds, 0.66% hits; AID 493056, 2011; in the data active means enhancement above about 30%; further: 0% is about no effect
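TRHR-expressing cells loaded with fluo-8 calcium dye were read kinetically (ex 480/em 530) during compound addition, then stimulated with an EC20 of TRH (10 nM final). Enhancement of the Gq-mediated intracellular calcium response was scored.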
D1 ag – Allosteric Agonists of the Human D1 Dopamine Receptor: qHTS; D(1A) dopamine receptor (Homo sapiens), P21728; HEK293 T-REx D1 cells, calcium flux, agonist mode; activation, % at 2 µM; 360,000 compounds, 1% hits; AID 504660, 2011; in the data active means activation above about 30%; further: 0% is about no effect
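Tetracycline-induced HEK293 TREx D1 cells, force-coupled to calcium signalling, were dye-loaded with a no-wash calcium kit. Compound was pin-added after a 10 s baseline. Fluorescence was read kinetically at 1 cycle/s for 180 s, with calcium rises flagged as agonism.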
D2 PAM – HTS Assay for Positive Allosteric Modulators of the Human D2 Dopamine Receptor: Primary Screen for Potentiators; HEK293 T-REx D2, calcium flux, EC20 dopamine potentiation; potentiation, % at 10 µM; 340,000 compounds, 0.34% hits; AID 485347, 2010;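 active means potentiation over 3 SD above the plate norm, cut at about 30% in these data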; further: 0% is about no effect
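Cells plated with tetracycline inducer and held overnight at 30 C; calcium dye loaded 30–90 min at room temperature; baseline taken, compound added and read 180 s; EC20 dopamine then added and read 180 s.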
TRHR agonist – qHTS for Small Molecule Agonists and Allosteric Enhancers of Human TRH Receptor: Primary Screen for Agonists | 360,000 compounds, 0.18% hits | TRHR cells, calcium flux fluo-8, FDSS agonist mode | Thyrotropin-releasing hormone receptor (Homo sapiens), P34981 | activation, % at 2 µM | AID 493084, 2011; in the data active means activation above about 30%; further: 0% is about no effect
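TRHR-expressing cells, plated overnight in medium with 10% serum, were loaded with fluo-8 calcium dye at room temperature. After a 10 s baseline, library compound was pin-added and calcium release was recorded kinetically (ex 480/em 530) as agonist response.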
RXFP1 agonist – qHTS Assay for Agonists of the Relaxin Receptor RXFP1; 370,000 compounds, 0.3% hits; Potency, µM (series often up to 57.5 µM), for the others: at the top dose activation, most hits filed as activators; Relaxin receptor 1 (Homo sapiens), Q9HBX9; HEK293T-RXFP1 cAMP TR-FRET, 30 min; response scale: percent of porcine relaxin response, buffer zero; further: potency means the concentration at half of the fitted maximal effect; on the % scale 0 is the no-effect control and ±100 the full control effect; nearly all actives have a fitted effect of over 60% in size; many of its hits are not listed in these tables
Target sequence (Q9HBX9 whole entry, looked up): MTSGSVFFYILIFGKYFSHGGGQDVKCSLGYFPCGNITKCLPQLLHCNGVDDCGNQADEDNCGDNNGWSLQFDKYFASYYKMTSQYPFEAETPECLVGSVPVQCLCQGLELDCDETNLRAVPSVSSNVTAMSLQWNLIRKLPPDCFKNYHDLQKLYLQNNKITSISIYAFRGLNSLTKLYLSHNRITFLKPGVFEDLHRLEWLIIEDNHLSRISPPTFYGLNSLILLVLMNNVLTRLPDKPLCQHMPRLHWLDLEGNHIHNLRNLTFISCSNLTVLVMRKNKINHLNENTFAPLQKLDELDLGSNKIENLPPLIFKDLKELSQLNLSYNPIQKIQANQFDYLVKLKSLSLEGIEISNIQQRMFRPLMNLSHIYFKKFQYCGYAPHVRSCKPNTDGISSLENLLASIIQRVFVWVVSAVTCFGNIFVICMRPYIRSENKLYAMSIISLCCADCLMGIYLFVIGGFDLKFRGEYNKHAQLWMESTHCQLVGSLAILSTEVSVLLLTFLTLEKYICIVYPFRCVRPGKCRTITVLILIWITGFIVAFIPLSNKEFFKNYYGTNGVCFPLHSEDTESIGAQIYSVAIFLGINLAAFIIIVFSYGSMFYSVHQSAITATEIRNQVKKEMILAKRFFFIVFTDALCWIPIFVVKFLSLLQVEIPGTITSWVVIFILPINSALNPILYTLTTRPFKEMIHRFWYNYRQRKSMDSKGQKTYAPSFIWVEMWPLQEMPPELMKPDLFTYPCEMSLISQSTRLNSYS
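Agonist response is measured as cAMP accumulation in an RXFP1-transfected HEK293T line under PDE4 inhibition. Values are scaled between buffer-only and 29 nM porcine relaxin, and EC50s come from standard Hill equation fits.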
Anesthetic bind – qHTS Assay for Identification of Novel General Anesthetics; apoferritin/1-aminoanthracene competitive binding, fluorescence; Ferritin light chain (Equus caballus), P02791; AID 485281, 2010; 350,000 compounds, 0.074% hits; Potency, µM (titrated, usually from 77.5 µM), without a hit: top-dose activity change, negative = displacement, hits mostly inhibitors; further: potency means the concentration at half of the fitted maximal effect; on the % scale 0 is the no-effect control and ±100 the full control effect; nearly all actives have a fitted effect of over 20% in size
Target sequence (P02791 2-175 limits assumed): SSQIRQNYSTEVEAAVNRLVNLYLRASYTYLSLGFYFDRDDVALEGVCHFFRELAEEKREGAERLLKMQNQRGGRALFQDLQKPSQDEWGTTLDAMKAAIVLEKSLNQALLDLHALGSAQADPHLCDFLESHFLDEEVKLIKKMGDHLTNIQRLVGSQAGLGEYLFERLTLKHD
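Horse-spleen apoferritin (10 uM) was mixed with 50% saturated 1-aminoanthracene in PBS, exposed to compounds for 10 min at room temperature, and read for fluorescence (ex 380 nm, em 535 nm). Competitive displacement was fitted with a four-parameter Hill equation.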
RXFP1 antag – qHTS Assay for Antagonists of the Relaxin Receptor RXFP1; Relaxin receptor 1 (Homo sapiens), Q9HBX9; activity change, negative = inhibition, % at 57.5 µM; 350,000 compounds, 0.59% hits; HEK293-RXFP1, relaxin-stimulated cAMP HTRF, 30 min; active compounds read low; AID 1259400, 2018;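 active means activity change of -60% or lower, but not beyond a set lower limit; inconclusive means change between -60% and -40%, or beyond the set limit; inactive means change above -40%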; further: on the % scale 0 is the no-effect control and ±100 the full control effect
D1 antagonist – Antagonist of Human D 1 Dopamine Receptor: qHTS | D(1A) dopamine receptor (Homo sapiens), P21728 | 360,000 compounds, 3.2% hits | HEK293 TREx D1 cells, calcium flux, dopamine EC80; active compounds read low | activity change, negative = inhibition, % at 10 µM; in the data active means activity change below about -30%; further: on the % scale 0 is the no-effect control and ±100 the full control effect
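Inducible Hek293 Trex D1 cells (tetracycline, overnight, 30 C). Calcium dye 30–90 min RT. Antagonist mode: EC80 dopamine added after 180 s compound read.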
* = called active by the depositor; u = inconclusive; x = no result given. Unless noted, the call rests on the fitted dose curve; in most records, active means well fitted curve in the direction sought with a large enough effect; inconclusive means small, poorly fitted or top-dose-only effect, or another doubt; inactive means no such curve, though single readings can be large; an effect the other way counts as inactive or inconclusive. A portion of the library, so the mix of outcomes need not match the whole.

Structure	Anesthetic bind	RXFP1 agonist	TRHR PAM	RXFP1 antag	D1 antagonist	D2 PAM	TRHR agonist	D1 PAM	D1 ag
Cn1cnc(S(=O)(=O)N2CCN(c3ccccc3)CC2)c1	2.8%	2.0%	-0.2	u	-2.6	9.2	0.7	-5.7	3.5
Cn1cnc([N+](=O)[O-])c1Nc1cccc(O)c1	-17.7%	0.7%	-1.1	-7.7	-4.6	-2.1	0.6	10.5	3.6
Cc1ccc(S(=O)(=O)Nc2nc(C)c(NC(=O)Nc3ccc(Cl)cc3Cl)s2)cc1	u	-2.2%	2.8	-1.5	-5.7	-21.1	0.1	-10.2	2.3
O=C(O)c1ccc(COc2ccc3ccccc3c2/C=C2/NC(=O)N(c3ccccc3)C2=O)cc1	-11.6%	-1.4%	4.5	-3.2	-4.1	x	-0.6	2.6	8.3
Cc1ccc(NC(=S)N(CCN(C)C)Cc2cccs2)c(C)c1	-10.3%	1.7%	-1.5	-27.4	-2.6	7.8	-1.0	-5.3	8.7
Cc1ccc(C)c(Oc2cc(NN3CCCCC3)c([N+](=O)[O-])cc2[N+](=O)[O-])c1	-2.9%	-0.1%	-1.6	x	-1.1	5.7	0.1	-1.6	0.4
Cc1cccc(Oc2ccccc2NS(=O)(=O)c2ccc(CCC(=O)O)cc2)c1	x	-0.2%	5.5	0.8	-13.8	2.9	0.0	-2.9	3.6
COc1ccc(-n2c(C)cc(/C=C3/SC(=O)N(CC(=O)N4CCOCC4)C3=O)c2C)cc1	-1.8%	2.0%	1.8	0.0	-8.8	-0.2	0.3	-9.1	5.0
COc1ccc(N2C(=O)CN=C2Nc2cccc(C)c2C)cc1OC	-16.0%	-0.2%	4.6	5.6	1.5	-1.3	0.0	-0.8	1.8
[2H]C(CCOS(N)(=O)=O)c1ccccc1 (configuration not stated)	-14.3%	0.8%	1.4	x	5.7	-1.8	0.0	-1.3	-1.2
COc1cccc(CN2CCN(C3CCN(c4ccccc4C)CC3)CC2CCO)c1 (configuration not stated)	-8.3%	-0.2%	6.4	4.3	-5.9	-26.5	0.0	-4.8	10.7
O=C(c1ccc(NC2=NC3CS(=O)(=O)CC3S2)cc1)N(CCO)Cc1ccccc1 (configuration not stated)	0.6%	1.0%	8.7	-3.9	-12.6	13.0	0.8	0.4	2.7
CCN(CC)C1CCS(=O)(=O)C1 (configuration not stated)	-1.4%	0.0%	2.9	4.1	-4.0	6.7	1.4	7.8	5.7
O=C(COc1cc2oc(=O)c3c(c2cc1Cl)CCC3)NCC1CCC(C(=O)O)CC1 (configuration not stated)	1.3%	0.3%	0.0	-2.2	-7.6	-6.1	0.2	-3.0	5.3
COC(=O)COc1ccc(S(=O)(=O)NCCC2=CCCCC2)cc1	u	-0.1%	-1.1	-21.8	-4.3	3.6	0.3	-6.2	3.4

Structure	Anesthetic bind	RXFP1 agonist	TRHR PAM	RXFP1 antag	D1 antagonist	D2 PAM	TRHR agonist	D1 PAM	D1 ag
CC(=O)NS(=O)(=O)c1ccc(NC(=O)c2cccc(OCc3c(C)noc3C)c2)cc1	x	-0.2%	-5.9	-5.0	29.7	-6.4	-0.3	-5.0	1.4
CCn1c(SCC(=O)NCCc2ccc(F)cc2)nnc1-c1cccs1	-10.5%	2.1%	-2.5	7.1	-4.8	-26.8	0.1	-2.3	1.2
CCOC(=O)c1cn(CC)c2ccc(S(=O)(=O)N3CCC(C)CC3)cc2c1=O	-8.7%	0.7%	17.0	-3.9	4.4	9.2	-0.6	-2.1	1.7
COc1cc2nc(SCc3ccc(C)cc3)n3nc(CCn4nc(C)cc4C)nc3c2cc1OC	-9.3%	1.0%	13.9	x	2.2	19.3	-1.2	5.7	1.0
Cc1ccc(NC(=O)CN2C(=O)CSc3ccc(S(=O)(=O)N4CCCC4)cc32)c(C)c1	8.2%	1.2%	0.0	15.9	-4.9	3.8	-1.6	1.8	2.6
C=CCNc1nc2ccccc2nc1NS(=O)(=O)c1cccs1	-8.6%	-0.7%	4.9	-6.3	6.3	-2.0	-0.1	-6.8	0.4
CC(C)NC(=O)CN1C(=O)C(C)(C)Oc2ccc(C(=O)NC3CCCCC3)cc21	6.9%	0.0%	-1.2	6.6	-9.2	-24.0	0.1	-5.6	0.3
CC(C)CCNC(=O)c1ccc2nc(CCc3ccccc3)oc2c1	-1.9%	-3.0%	-0.5	-7.8	-2.1	-3.1	-0.2	-3.6	2.7
O=C(N/N=C/c1cc([N+](=O)[O-])ccc1O)c1cccc(N2CCCC2=O)c1	-19.8%	-0.2%	-5.2	-20.9	-13.9	8.3	0.0	-4.4	0.2
O=C(CSc1nc2c(c(=O)n1-c1ccc(Cl)cc1)SCC2)NCc1ccco1	-14.0%	2.3%	0.0	-1.9	-6.1	8.4	-0.8	-7.3	2.0
Cc1nc2c(c(C)nn2-c2ccccc2)c(C)c1CCC(=O)Nc1ccc(F)cc1	-0.9%	3.7%	2.6	2.5	-17.1	-1.5	1.1	-4.2	10.1
COc1ccc(NC(=O)N(CCC(C)C)C(C)c2cccs2)c(OC)c1 (configuration not stated)	20.0%	3.4%	-0.6	-34.9	-0.4	-10.1	-0.7	1.4	-2.2
Cc1ccc(S(=O)(=O)N(CC(O)CN2CCOCC2)c2cc(Cl)ccc2Cl)cc1 (configuration not stated)	-9.9%	0.3%	-1.6	1.9	-8.0	-33.4	0.3	2.5	3.6
CC(=O)c1c(C)[nH]c(C(=O)Nc2ccc(Cl)cc2)c1C	2.4%	0.6%	36.0*	-7.3	-63.1*	0.7	-1.1	-9.4	33.0*
O=C(NCC(=O)N1CCCC(C(F)(F)F)C1)c1ccc(Br)o1 (configuration not stated)	x	0.8%	2.4	-4.7	-1.2	13.4	0.0	-1.5	-1.3

Structure	Anesthetic bind	RXFP1 agonist	TRHR PAM	RXFP1 antag	D1 antagonist	D2 PAM	TRHR agonist	D1 PAM	D1 ag
CC1CN(c2oc(-c3ccco3)nc2C#N)CC(C)O1 (configuration not stated)	-7.6%	1.0%	25.1	-11.7	-12.9	9.9	-0.8	-6.6	-1.2
C=CCn1c(=O)c2c3c(sc2n2c(Nc4ccccc4)nnc12)CCCC3	-19.1%	0.3%	21.5	-9.4	1.4	6.0	0.9	2.2	0.7
O=C(O)Cn1nc(C(F)(F)F)c2c1CCCCC2	-17.0%	-2.6%	4.2	5.2	6.0	9.3	0.7	-0.4	2.2
CCCC1=Nc2cc(C(=O)N3CCCC3)ccc2Sc2ccc(C)cc21	-30.6%	1.5%	-9.6	-16.6	12.3	-12.0	-0.4	6.5	9.1
Cc1nccn1CCCN1C(=O)CNC1=S	5.3%	3.3%	0.3	-8.2	4.9	9.6	-0.8	7.4	0.2
CCOc1ccccc1C(=O)N(Cc1ccccc1F)C1CCS(=O)(=O)C1 (configuration not stated)	1.8%	-1.0%	-1.9	-5.2	-3.7	8.5	0.0	-0.2	1.2
CCOc1ccc(C(=O)Nc2ccc3oc(-c4ccc(Br)cc4)nc3c2)cc1	-8.1%	2.1%	-3.7	9.4	-1.6	x	0.1	-1.9	-1.4
Cc1ccc(-c2nnc(-c3ccc4c(c3)OCO4)o2)cc1	-2.9%	5.4%	2.3	-6.6	7.2	17.3	1.6	-5.8	1.9
CSCC[C@H](N)C(=O)N1CCC(C(=O)N[C@@H](Cc2c[nH]c3ccccc23)C(=O)O)CC1	0.2%	1.8%	-2.9	-1.9	-5.1	6.0	0.5	1.0	3.6
C=CCn1c(O)c2ccc(C(=O)N=NC(=O)COc3ccc(OC)cc3)cc2c1O	-7.5%	-3.1%	1.5	-7.7	-1.5	4.5	-0.2	-5.0	0.8
O=C(Cc1ccccc1)NNC1CC(=O)N(c2ccc(Oc3ccccc3)cc2)C1=O (configuration not stated)	-12.3%	2.4%	14.6	-18.3	-10.8	5.6	-0.8	-13.0	3.5
Cc1cccc(C)c1NC(=O)N1CC=C(n2c(=O)[nH]c3ccccc32)CC1	-11.3%	-0.8%	7.4	-14.5	-9.4	x	0.4	-1.0	4.3
CCOC(=O)c1[nH]c2cc(OC)c(OC)cc2c1NC(=O)CN1CCN(c2ccc(OC)cc2)C(C)C1 (configuration not stated)	-19.8%	2.4%	4.8	x	-13.5	17.6	-0.8	-7.0	0.6
CCc1nnc(NS(=O)(=O)c2ccc(N=Cc3c(C)[nH]n(-c4ccc(C)c(C)c4)c3=O)cc2)s1	-7.6%	-5.0%	14.0	-13.1	2.6	3.8	0.2	-0.1	10.7
NC(=O)N/N=C/c1cn(-c2ccccc2)nc1-c1cccs1	-7.6%	2.3%	-1.9	-20.5	-2.8	-6.6	-0.6	-3.7	-3.9

Structure	Anesthetic bind	RXFP1 agonist	TRHR PAM	RXFP1 antag	D1 antagonist	D2 PAM	TRHR agonist	D1 PAM	D1 ag
N#Cc1c(-c2ccco2)nc(SCC(=O)Nc2ccc(S(N)(=O)=O)cc2)[nH]c1=O	-3.3%	2.7%	-10.8	x	-11.1	7.6	0.7	2.0	2.6
Cc1cccc(NC(=S)N(c2ccccc2)C(C)C)c1C	2.1%	-0.1%	20.8	5.0	-3.5	-2.0	-0.3	9.0	3.4
CCOC(=O)C1=C(COC(=O)CCOc2cc(C)ccc2C)NC(=O)NC1C (configuration not stated)	x	0.3%	0.2	8.8	4.3	1.3	3.3	-3.5	0.9
Cc1ccc(Nc2nc(Oc3ccc(OCc4ccccc4)nn3)nc(N3CCOCC3)n2)cc1	-3.0%	5.6%	8.5	-15.1	-4.6	14.0	-0.1	1.2	1.6

By substructure: the entries above with a CF3 group
Structure	Anesthetic bind	RXFP1 agonist	TRHR PAM	RXFP1 antag	D1 antagonist	D2 PAM	TRHR agonist	D1 PAM	D1 ag
O=C(NCC(=O)N1CCCC(C(F)(F)F)C1)c1ccc(Br)o1 (configuration not stated)	x	0.8%	2.4	-4.7	-1.2	13.4	0.0	-1.5	-1.3
O=C(O)Cn1nc(C(F)(F)F)c2c1CCCCC2	-17.0%	-2.6%	4.2	5.2	6.0	9.3	0.7	-0.4	2.2
